# NCF1 inh: p47phox (human) inhibition. P14598. 220,000 tested, 0.53% active. p47phox/p22phox peptide binding, fluorescence polarization, 2 h. AID 1274. inhibition, % at 24.7 µM;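 active means inhibition above about 30%, limit read from the data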;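 further: 0% = p47phox with labelled peptide and 100% = labelled peptide alone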
# S1P4 ag: agonists of human S1P4 receptor; O95977; S1P4-expressing cell line, agonist reporter assay; activation, % at 4.98 µM; 220,000 tested, 0.35% active; in the data active means activation above about 11%;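 further: 0% = DMSO vehicle and 100% = reference agonist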
# NPY-Y1 PAM-ag: potentiators or agonists of human neuropeptide Y receptor Y1. 220,000 tested, 0.37% active. P25929. AID 1304. activation, % at 3.6 µM. NPY-Y1 expressing cells, potentiator/agonist activation; in the data active means activation above about 33%, passing the limit was not always enough;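 further: cells stimulated with NPY at EC10 then isoproterenol at EC100; 0% = low agonist plus stimulus and 100% = saturating agonist plus stimulus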
# Target sequence (P25929 whole entry, looked up): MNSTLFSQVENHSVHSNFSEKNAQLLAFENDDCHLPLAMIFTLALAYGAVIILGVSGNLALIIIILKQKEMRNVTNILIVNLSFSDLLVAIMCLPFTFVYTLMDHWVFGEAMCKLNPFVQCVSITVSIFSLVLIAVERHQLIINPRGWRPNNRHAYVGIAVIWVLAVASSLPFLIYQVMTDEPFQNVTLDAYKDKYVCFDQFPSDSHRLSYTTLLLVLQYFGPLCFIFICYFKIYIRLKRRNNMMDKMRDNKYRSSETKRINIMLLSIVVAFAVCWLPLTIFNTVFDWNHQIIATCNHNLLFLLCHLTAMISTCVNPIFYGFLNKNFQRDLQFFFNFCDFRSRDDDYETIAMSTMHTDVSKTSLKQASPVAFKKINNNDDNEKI
# BaF3 parental: counter-screen for JAK2V617F inhibitors: parental Ba/F3 viability inhibitors; CellTiter-Glo ATP luminescence; inhibition, % at 5.6 µM; 220,000 tested, 1.1% active; AID 1486;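 active means inhibition above a per-campaign cutoff, the mean inhibition of all tested compounds plus 3 SD, cut at about 27% in these data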;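 further: 0% = DMSO wells and 100% = JAK Inhibitor I control wells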
# NPY Y1 blocker: blocks the human neuropeptide Y Y1 receptor | P25929 | HEK293-CNG Y1 cells, membrane potential fluorescence; NPY at EC95, then isoproterenol | inhibition, % at 3.6 µM | 200,000 tested, 1% active;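 active means inhibition above the campaign mean inhibition of all tested compounds plus 3 SD, cut at about 20% in these data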;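 further: 0% = DMSO wells given NPY plus isoproterenol and 100% = isoproterenol alone without NPY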
#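 Test system – HEK293 Y1/CNG channel cell line · Also added – NPY agonist 25 nM, then isoproterenol 1 µM plus Ro 20-1724 25 µM · Compound dosing – one concentration, 3.6 µM, in 0.4% DMSO · Schedule – compound incubation 1 h at room temperature, readout 45 min post-stimulation · Technique – fluorescence, membrane potential probe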
# NPY2 pot ag: potentiators or agonists of human neuropeptide Y receptor Y2. P49146. cells expressing NPY-Y2, potentiator/agonist read-out. activation, % at 3.6 µM. 220,000 tested, 0.45% active. AID 1359; in the data active means activation above about 27%;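 further: cells stimulated with NPY near EC25 plus isoproterenol at EC100; 0% = vehicle plus submaximal agonist and 100% = vehicle plus saturating agonist; some results beyond the cut were filed as inactive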
# Target sequence (P49146 whole entry, looked up): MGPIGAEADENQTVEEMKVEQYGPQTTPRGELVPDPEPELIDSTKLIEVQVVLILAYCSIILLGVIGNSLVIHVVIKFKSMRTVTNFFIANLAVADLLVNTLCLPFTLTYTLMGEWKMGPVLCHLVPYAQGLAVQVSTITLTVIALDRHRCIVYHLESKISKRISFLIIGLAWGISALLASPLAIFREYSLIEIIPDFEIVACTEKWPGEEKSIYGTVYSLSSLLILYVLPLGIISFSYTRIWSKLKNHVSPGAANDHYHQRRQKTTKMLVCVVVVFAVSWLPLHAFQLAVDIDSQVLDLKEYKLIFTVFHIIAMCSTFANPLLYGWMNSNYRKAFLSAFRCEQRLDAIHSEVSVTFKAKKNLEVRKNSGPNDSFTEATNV
# Ba/F3 V617F tox: reduce viability of Ba/F3 cells dependent on JAK2V617F; 220,000 tested, 1.1% active; Ba/F3 EpoR-JAK2V617F viability, ATP luminescence; inhibition, % at 5.6 µM;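 active means inhibition above the campaign mean plus 3 SD over all tested compounds, cut at about 24% in these data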;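 further: cytokine-independent growth of Ba/F3 cells driven by EpoR plus mutant JAK2; 0% = DMSO-treated cells and 100% = JAK inhibitor I control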
# S1P4 antagonist: human S1P4 receptor antagonism; 220,000 tested, 0.26% active; AID 1510; inhibition, % at 4.98 µM; O95977; S1P4-expressing cells, antagonist mode, reporter read-out; in the data active means inhibition above about 29%;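 further: 0% = wells stimulated with agonist and 100% = vehicle wells without agonist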
# CHOP inhibitor: blocks CHOP induction under ER stress | 220,000 tested, 3.8% active | inhibition, % at 10 µM | CHO-K1 CHOP-promoter luciferase, tunicamycin-induced, 15-18 h;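 active means compounds that reduced the stress-induced luciferase reporter signal by more than about 70% of percent inhibition, limit read from the data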;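 further: 0% = tunicamycin plus vehicle and 100% = wells without tunicamycin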
# * = called active by the depositor; x = no result given.
SMILES,NCF1 inh,S1P4 ag,NPY-Y1 PAM-ag,BaF3 parental,NPY Y1 blocker,NPY2 pot ag,Ba/F3 V617F tox,S1P4 antagonist,CHOP inhibitor
c1ccc(-c2nc3cc4ccccc4cc3[nH]2)nc1,-11,1.4,11,9,10,-1,8,-20,x
COc1ccccc1NC(=O)CCN1C(=O)C2CC=C(Cl)CC2C1=O (stereo not given),-17,-0.8,-12,6,3,-15,1,21,26
COc1ccc(OC)c(/C(C)=N/Nc2ccc(C(=O)O)cc2)c1,x,4.8,-2,7,-2,-6,4,-33,-16
COc1ccccc1CN1CCNC(=O)C1CC(=O)NCc1csc(C)n1 (stereo not given),3,1.6,15,4,7,7,1,-3,9
Cc1ccc2nc(SCc3nnc(-c4ccccc4[N+](=O)[O-])o3)c(C#N)cc2c1,-23,-0.5,13,3,2,0,2,3,-3
COc1ccc(-n2c(-c3ccc(Br)cc3)c[n+]3c2CCc2ccccc2-3)cc1,-8,-0.4,-98,78*,59*,-5,88*,-8,35
CCn1c(=O)n(CC(=O)N2CC(C)CC(C)C2)c(=O)c2ccccc21 (stereo not given),-15,-0.3,3,7,-4,-1,-2,2,10
COc1ccc2sc(N(CCN(C)C)C(=O)c3cc(Cl)sc3Cl)nc2c1,0,1.1,-1,2,6,-31,2,7,-4
CCOC(=O)c1[nH]c2ccc(OC)cc2c1NC(=S)N1CCN(C(=O)OCC)CC1,-15,1.0,21,6,17,9,2,-9,-21
COC(=O)c1ccc2nc(NC(=O)CSCC(=O)OCC(=O)c3ccccc3)sc2c1,-29,-0.1,7,1,1,-8,0,-2,10
COc1cc(CNCCc2ccccc2F)ccc1OCc1ccc(Cl)nc1,-1,0.0,-26,6,10,-17,0,0,35
CCC(=O)c1ccc(OCc2ccc(C(=O)c3ccccc3)cc2)cc1,-5,2.6,-13,4,-3,-8,4,-13,53
COc1ccc(CN2C(=O)NC3(CCCc4ccccc43)C2=O)cc1F (stereo not given),-10,1.0,-20,2,2,-5,1,-13,-8
CC(CCO)Nc1nc2c([nH]1)c(=O)n(C)c(=O)n2C (stereo not given),-6,-0.4,4,-1,-5,7,-4,-23,20
CCCCCOc1ccc(CSc2n[nH]c(C)n2)cc1,-12,0.2,11,9,2,1,1,-5,20
O=C(CSc1ccccc1C(=O)O)NC12CC3CC(CC(C3)C1)C2,-8,1.5,15,-1,x,11,-5,-1,14
CCOc1ccc2[nH]c3c(N4CCC5(CC4)OCCO5)ncnc3c2c1,-5,0.7,-3,2,x,-15,4,-7,-14
O=C1CCCc2nc(N3CCc4ccccc43)ncc21,-3,-1.9,7,-1,2,-10,1,-19,-14
Cc1ccc(CCN2CC(C(=O)NCc3ccco3)CC2=O)cc1 (stereo not given),-3,0.3,40,3,6,-1,0,-12,30
S=C(NCC1CCCO1)Nc1ccccc1Cl (stereo not given),-9,1.4,-4,3,5,-5,-2,-21,16
CCC(C)[C@H](NC(=O)NCc1ccccc1)C(=O)O (stereo not given in full),-8,1.2,-11,1,6,5,-2,1,29
CCOC(=O)C(=CNc1ccccc1Cl)C(=O)OCC,-11,-2.3,11,0,x,9,-5,-9,5
CCOC(=O)C1=C(CNCCc2ccc(Cl)cc2)NC(=O)NC1c1cccc([N+](=O)[O-])c1 (stereo not given),-3,3.5,15,5,1,-9,-1,-9,24
Cc1ccc(-n2nnc3c(=O)n(Cc4cccc(C)c4)cnc32)cc1,-21,-0.9,-18,6,6,-18,-2,-6,44
Nc1nc2ccccc2n1C(=O)c1ccccc1,10,0.8,16,4,-2,4,1,-3,-11
# Additional entries:
SMILES,NCF1 inh,S1P4 ag,NPY-Y1 PAM-ag,BaF3 parental,NPY Y1 blocker,NPY2 pot ag,Ba/F3 V617F tox,S1P4 antagonist,CHOP inhibitor
CCN(CC)c1ccc(/C=c2\sc3nc4ccccc4n3c2=O)c(O)c1,-82,5.5,11,10,6,-3,0,37*,50
CC(C)c1nnc(NC(=O)Cc2ccc(Br)cc2)s1,-8,0.3,-5,6,2,-16,-1,1,47
O/N=C/c1cc(Br)ccc1OCc1ccccc1F,x,6.2,3,4,8,-7,4,-27,x
CC1=C(C(=O)NC2CCCC(C)C2C)C2(CCCCC2)OC1=O (stereo not given),-4,-0.3,29,3,-3,-9,-1,-4,-5
Cc1cccc(N2CC(C(=O)Nc3nnc(SCC(=O)Nc4cc(C)on4)s3)CC2=O)c1 (stereo not given),-41,3.0,1,5,-2,11,0,-11,52
COCCCNC(=O)CC(NS(=O)(=O)c1ccc(F)cc1)c1ccc(OC)cc1 (stereo not given),1,-3.4,0,4,7,1,0,4,-21
CC1CCN(CC(O)COc2cccc(F)c2)CC1 (stereo not given),-1,-1.5,-4,1,2,-7,-1,-29,17
COc1ccccc1NC(=O)CN1CCC(n2c(C)nc3cc(F)ccc32)CC1,-27,-0.8,-25,8,6,-2,8,-17,34
CC1CN(c2nc3ccccc3cc2-c2ccccc2)CC(C)O1 (stereo not given),-1,1.2,-15,3,15,-4,-2,-6,11
O=C(CCNS(=O)(=O)c1cccs1)NCc1ccco1,-9,1.3,-3,4,-1,-4,-3,-63,-6
Cc1c(NC(=O)/C(C#N)=C\c2cccs2)c(=O)n(-c2ccccc2)n1C,-6,0.6,1,5,1,-3,0,-12,9
Cc1cc(=O)oc2cc(OCC(=O)N3CC(C)OC(C)C3)ccc12 (stereo not given),-4,-2.4,14,2,-4,2,-2,-16,0
CCOCCCn1c(=S)[nH]c2cc(C(=O)NCC(OC)OC)ccc2c1=O,-6,-0.9,20,9,0,1,2,1,9
CCn1c(C2CCN(Cc3ccccc3)CC2)n[nH]c1=S,-6,0.1,1,3,3,11,-3,-13,-2
O=C(OCc1ccc(Br)cc1)c1cccc(-c2nnc(-c3ccccc3)o2)c1,-5,0.5,17,5,-5,7,-2,-8,45
CSc1ccccc1NC(=O)CN(C)CC(=O)Nc1ccccc1N1CCOCC1,-5,0.8,7,0,6,8,-1,-13,-6
Cc1nc(NCCCO)c(C#N)c2c1COC(C)(C)C2,-6,-1.3,9,-2,1,14,1,-7,-1
Cc1cc(C(=O)Nc2ccc3c(c2)OCCO3)co1,-8,-1.0,-8,1,4,9,-3,-4,-6
S=c1[nH]nc(COc2ccccc2)n1C1CCCCC1,-17,1.1,5,5,-3,11,-1,-17,29
COc1ccc(/C(=N\O)c2nccc3cc(OC)c(OC)cc23)cc1OC,2,-0.1,-10,2,6,-15,-1,-2,-11
COc1ccc(CCn2c(C)c(C(C)=O)c(C(C)=O)c2C)cc1OC,-1,-1.0,7,-2,-5,-5,-2,-5,-21
O=C1Nc2ccc([N+](=O)[O-])cc2C1=Nc1cccc(CO)c1,0,-2.3,-2,3,-1,13,-5,-1,-3
Cc1ccccc1CN1CCN(CC(=O)NCc2ccco2)C1=O,-9,0.6,-21,7,10,-6,-1,1,-2
Cc1ccc(CN2C(=O)CCC2(C)C(=O)NCc2cccnc2)cc1 (stereo not given),-12,1.0,-1,0,-1,-4,2,-25,30
CCN(CC)C(=O)C(=O)N/N=C/c1cccs1,-3,0.5,20,-1,-1,14,-3,-17,27
# (listing goes on)
SMILES,NCF1 inh,S1P4 ag,NPY-Y1 PAM-ag,BaF3 parental,NPY Y1 blocker,NPY2 pot ag,Ba/F3 V617F tox,S1P4 antagonist,CHOP inhibitor
COCc1cc(=O)[nH]c(/N=C(\N)Nc2ccc(Cl)c(Cl)c2)n1,-7,1.7,10,-1,x,5,-5,-7,1
COC(=O)CNC(=O)c1ccccc1F,-6,-4.3,-6,4,-2,13,-3,-13,-26
Cc1ccc(C)n1CCN1CCN(C(=O)c2ccc(Cl)cc2)CC1,-4,0.9,0,-1,x,-20,4,-5,1
CSc1ccc(/C=N/NC(=O)c2ccc(O)cc2)cc1,-3,8.1,4,4,2,5,3,-11,-15
CCOC(=O)c1ccc(N2C(=O)CC(Nc3ccc(CCO)cc3)C2=O)cc1 (stereo not given),-12,-0.3,-1,-2,3,4,0,0,17
CCOC(=O)c1c(NC(=O)CNC2CCCCC2)sc(C)c1C,4,0.6,-38,8,14,-20,2,-5,49
COc1ccc2[nH]c(=O)c(CN(Cc3cccnc3)Cc3nnnn3CC3CCCO3)cc2c1 (stereo not given),3,0.0,13,-6,x,1,-4,-2,-23
CCN(CC)S(=O)(=O)c1ccc2nc(NC(=O)c3ccco3)sc2c1,x,0.0,-4,6,7,-13,1,-11,-8
CN(C)CCOc1ccc(Cl)cc1C(C)(C)C,3,-2.7,-5,5,-1,-21,4,-10,-3
CN(CCC#N)C(=O)COC(=O)c1nn(-c2ccccc2)c(=O)c2ccccc12,-1,0.7,10,4,-4,2,-3,-13,-2
O=C(CSc1nnc(-c2ccccc2O)n1Cc1ccccc1)NNC(=O)c1ccccc1O,-23,0.7,5,14,-6,7,9,-6,16
Cc1ccc(NS(=O)(=O)c2ccc3[nH]c(=O)sc3c2)cc1,0,-1.0,-7,5,3,-2,6,-2,9
O=C(CC1N=C(Cc2ccccc2)NNC1=O)N/N=C/c1ccc([N+](=O)[O-])cc1 (stereo not given),0,1.2,0,4,3,-5,-3,7,51

# In the list so far, 9 contain a Cl atom:
SMILES,NCF1 inh,S1P4 ag,NPY-Y1 PAM-ag,BaF3 parental,NPY Y1 blocker,NPY2 pot ag,Ba/F3 V617F tox,S1P4 antagonist,CHOP inhibitor
COc1ccccc1NC(=O)CCN1C(=O)C2CC=C(Cl)CC2C1=O (stereo not given),-17,-0.8,-12,6,3,-15,1,21,26
COc1ccc2sc(N(CCN(C)C)C(=O)c3cc(Cl)sc3Cl)nc2c1,0,1.1,-1,2,6,-31,2,7,-4
COc1cc(CNCCc2ccccc2F)ccc1OCc1ccc(Cl)nc1,-1,0.0,-26,6,10,-17,0,0,35
S=C(NCC1CCCO1)Nc1ccccc1Cl (stereo not given),-9,1.4,-4,3,5,-5,-2,-21,16
CCOC(=O)C(=CNc1ccccc1Cl)C(=O)OCC,-11,-2.3,11,0,x,9,-5,-9,5
CCOC(=O)C1=C(CNCCc2ccc(Cl)cc2)NC(=O)NC1c1cccc([N+](=O)[O-])c1 (stereo not given),-3,3.5,15,5,1,-9,-1,-9,24
COCc1cc(=O)[nH]c(/N=C(\N)Nc2ccc(Cl)c(Cl)c2)n1,-7,1.7,10,-1,x,5,-5,-7,1
Cc1ccc(C)n1CCN1CCN(C(=O)c2ccc(Cl)cc2)CC1,-4,0.9,0,-1,x,-20,4,-5,1
CN(C)CCOc1ccc(Cl)cc1C(C)(C)C,3,-2.7,-5,5,-1,-21,4,-10,-3

# From PubChem BioAssay
